Compound activity: PubChem BioAssay, several laboratories
BoNT F protease – BoNT/F light chain protease inhibitors, primary screen, biochemical, flow cytometry, MLPCN library; Multiplex microsphere protease cleavage assay; inhibition, % at 10 µM; 360,000 tested, 0.22% active; AID 588497, 2011; in the data active means inhibition above about 35%, passing the limit was not always enough; inconclusive means no clear call, values can overlap the other calls; further: plate controls were buffer without enzyme for full effect and enzyme alone for no effect
FBA Mtb inh – Mtb FBA enzyme inhibitors, primary screen, biochemical, fluorescence, strain H37Rv; purified M. tuberculosis FBA, fluorescence read-out; inhibition, % at 1 µM; 360,000 tested, 2.3% active; in the data active means inhibition above about 27%;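 further: 0% = vehicle and 100% = reference inhibitor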
Target sequence (P9WQA3 whole entry, looked up): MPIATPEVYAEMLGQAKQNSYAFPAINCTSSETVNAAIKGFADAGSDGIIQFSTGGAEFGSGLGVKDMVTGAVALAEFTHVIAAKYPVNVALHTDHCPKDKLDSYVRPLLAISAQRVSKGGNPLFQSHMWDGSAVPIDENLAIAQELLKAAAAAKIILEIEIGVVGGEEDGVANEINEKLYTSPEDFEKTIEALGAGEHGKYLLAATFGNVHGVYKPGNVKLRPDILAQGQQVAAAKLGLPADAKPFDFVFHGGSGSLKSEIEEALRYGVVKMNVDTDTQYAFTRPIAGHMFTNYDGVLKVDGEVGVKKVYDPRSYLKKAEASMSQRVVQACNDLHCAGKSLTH
Mtb UGM inh – M. tuberculosis UGM enzyme inhibitors, primary screen, biochemical, fluorescence polarization, single point; UDP-galactopyranose mutase (Mycobacterium tuberculosis (strain ATCC 25618 / H37Rv)), …; purified UGM, fluorescence polarization probe displacement; inhibition, % at 10 µM; 320,000 tested, 0.06% active; AID 504406, 2011; in the data active means inhibition above about 10%, passing the limit was not always enough; inconclusive means no clear call, values can overlap the other calls
Target sequence (P9WIQ1 whole entry, looked up): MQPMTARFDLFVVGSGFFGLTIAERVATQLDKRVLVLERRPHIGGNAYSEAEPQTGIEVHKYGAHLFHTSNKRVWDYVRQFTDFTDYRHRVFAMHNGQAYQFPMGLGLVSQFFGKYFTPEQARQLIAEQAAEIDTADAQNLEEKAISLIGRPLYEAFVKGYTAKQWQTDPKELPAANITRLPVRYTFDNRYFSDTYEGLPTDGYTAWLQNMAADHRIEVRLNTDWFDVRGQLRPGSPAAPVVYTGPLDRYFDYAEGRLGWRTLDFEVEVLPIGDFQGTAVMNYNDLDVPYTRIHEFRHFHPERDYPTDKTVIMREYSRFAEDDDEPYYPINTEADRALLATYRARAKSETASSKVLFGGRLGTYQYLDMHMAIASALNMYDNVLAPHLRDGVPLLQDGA
MazF activator – activators of E. coli MazEF toxin-antitoxin RNase, primary screen, biochemical, fluorescence, uHTS. FAM/BHQ RNA-DNA oligo cleavage fluorescence, 5 h. activation, % at 20 µM. 350,000 tested, 0.32% active. Endoribonuclease toxin MazF (Escherichia coli (strain K12)), P0AE70. AID 504720, 2011; in the data active means activation above about 50%
Target sequence (P0AE70 whole entry, looked up): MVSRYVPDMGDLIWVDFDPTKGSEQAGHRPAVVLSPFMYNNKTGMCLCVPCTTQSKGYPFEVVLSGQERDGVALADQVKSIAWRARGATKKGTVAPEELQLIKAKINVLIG
CCHFV vOTU inh – CCHFV vOTU protease inhibitors, primary screen, biochemical, Pep-AMC substrate, fluorescence | Crimean-Congo hemorrhagic fever virus L polyprotein viral ovarian tumor (vOTU) protease … | inhibition, % at 11.5 µM | 370,000 tested, 0.55% active | AID 651958, 2012; further: 0% = vehicle wells with enzyme and 100% = no enzyme wells
GDH-TPI counter – GDH-TPI coupling enzyme inhibitors, primary screen, artefact control for M. tuberculosis FBA inhibitor project, biochemical, absorbance, full deck. GDH-TPI coupled enzyme counterscreen, NADH absorbance. inhibition, % at 4.8 µM. 360,000 tested, 1.2% active. AID 588335, 2011;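 further: 0% = DMSO wells and 100% = wells lacking the enzyme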
VHR inh abs – VHR1 phosphatase inhibitors, primary screen, biochemical, absorbance, uHTS | Dual specificity protein phosphatase 3 (Homo sapiens), P51452 | recombinant VHR phosphatase, pNPP absorbance | inhibition, % at 13.3 µM | 290,000 tested, 0.52% active | AID 1654, 2009; in the data active means inhibition above about 50%; further: some compounds called inactive have numbers as strong as hits
Target sequence (P51452 whole entry, looked up): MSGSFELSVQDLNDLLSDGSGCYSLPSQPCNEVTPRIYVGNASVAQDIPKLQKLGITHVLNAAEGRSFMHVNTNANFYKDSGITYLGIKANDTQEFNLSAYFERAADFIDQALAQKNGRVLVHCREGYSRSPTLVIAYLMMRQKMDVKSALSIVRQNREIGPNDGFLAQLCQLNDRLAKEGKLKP
Mtb BioA inh – M. tuberculosis BioA enzyme inhibitors, primary screen, biochemical, plate reader, single point, HTS; 7,8-diaminopelargonic acid synthase BioA (Mycobacterium tuberculosis); purified M. tuberculosis BioA enzyme; inhibition, % at 9.99 µM; 360,000 tested, 0.096% active; AID 602481, 2012; in the data active means inhibition above about 40%; inconclusive means no clear call, values can overlap the other calls
FadD28 FP inh – inhibitors of FadD28 bisubstrate probe binding, primary screen, biochemical, fluorescence polarization, single point; inhibition, % at 12.5 µM; 360,000 tested, 0.22% active; in the data active means inhibition above about 8.5%, passing the limit was not always enough; inconclusive means no clear call, values can overlap the other calls
Rv3671c inh – Rv3671c serine protease inhibitors, primary screen, biochemical, fluorescence polarization, M. tuberculosis H37Rv | 320,000 tested, 0.048% active | inhibition, % at 5.96 µM; in the data active means inhibition above about 38%;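 further: extracellular domain of Rv3671c used as enzyme; 0% = enzyme with DMSO and 100% = no enzyme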
The depositor's hits bear a star; ? = inconclusive; · = no result given. Unless noted, no stated cut-off is given here; in the data, active means inhibition above about 30%; inactive means the rest.

SMILES | BoNT F protease | FBA Mtb inh | Mtb UGM inh | MazF activator | CCHFV vOTU inh | GDH-TPI counter | VHR inh abs | Mtb BioA inh | FadD28 FP inh | Rv3671c inh
O=S(=O)(Nc1ccncc1)c1ccc(Cl)cc1 | -18 | -2 | 1.2 | 0 | -10 | -7 | 30 | -1.3 | -0.6 | -2
Cc1ccc(C(=O)N2C(=S)C(c3ccc(F)cc3)=NC23CCN(C)CC3)cc1 | 0 | -10 | 1.4 | 9 | 8 | -3 | 18 | 1.6 | -4.7 | -5
Cc1cc(C)nc(NC2=N[C@@H]3CCCC[C@H]3N2C(=O)Nc2cc(Cl)cc(Cl)c2)n1 | 1 | 1 | · | 7 | -14 | -3 | · | · | -1.3 | ·
Clc1ccc(-c2csc(N/N=C/c3ccc4c(c3)OCO4)n2)cc1 | -6 | -1 | 0.8 | -8 | -10 | 12 | -4 | · | 1.6 | 3
CC(=O)N1CCN(c2ccc([N+](=O)[O-])cc2C#N)CC1 | 4 | -1 | 0.6 | -3 | 7 | 12 | 30 | 6.2 | -5.3 | 5
COc1ccc([C@H]2C[C@H](n3cc(COC(=O)c4ccccc4)nn3)[C@@H](O)CN2C(=O)C2CCCCC2)cc1 | -6 | 2 | · | -7 | 0 | 4 | · | -0.2 | -1.4 | ·
CCn1ccnc1C(O)c1cccc(OC)c1OC (configuration not stated) | 7 | 4 | 1.5 | 9 | -1 | 6 | -42 | -0.8 | -1.2 | 3
O=C(/C=C/c1ccc(-c2ccccc2)cc1)NCc1cccnc1 | 22 | 8 | -1.0 | 1 | 6 | 11 | 14 | -1.5 | 0.0 | -3
Cc1ccc(-c2nnc(Nc3ccc(CC(N)=O)cc3)c3ccccc23)cc1 | -8 | 6 | 3.5 | -1 | 8 | 29 | 16 | 25 | -3.8 | 0
CCOC(=O)c1c(C)n(Cc2ccccc2)c2ccc(OCC(O)CNC(C)(C)C)cc12 (configuration not stated) | 20 | 4 | -1.8 | 20 | -8 | 3 | 2 | 16 | -5.0 | -14
CC(C)Sc1nc2c(c(=O)[nH]c(=O)n2C)n1C | -6 | 1 | 2.1 | 8 | 6 | 0 | 0 | 0.2 | -2.5 | 6
COC(=O)c1ccc(COc2cccc3c2OC(C)(C)C3)cc1 | 3 | -1 | 0.8 | -18 | -1 | 1 | -7 | -0.5 | -3.1 | -2
CCOc1ccc(Br)cc1C1=CC(=O)C[C@H](c2ccc(OC)cc2)C1 | -3 | 4 | -0.6 | -2 | 10 | 10 | · | 1.5 | -3.5 | -11
CCCCN1CCNC1=S | 8 | -1 | -1.1 | 5 | 11 | 0 | 4 | 0.5 | 0.2 | 2
CCCCNC(=O)CCCn1c(=O)c2ccccc2n(CC(=O)NCCC2=CCCCC2)c1=O | -8 | 6 | · | -4 | 1 | 4 | -4 | -0.5 | 0.1 | ·
COc1ccc(CNCc2cccc(Cl)c2)cc1 | 0 | 2 | -3.3 | -1 | -2 | 14 | 24 | -5.4 | -1.6 | 10
C=CCN(C(=O)CNC(=O)c1ccco1)C(C(=O)NC1CCCCC1)c1ccc(F)cc1 (configuration not stated) | -14 | 0 | -1.8 | 9 | 25 | -6 | 10 | -1.6 | -3.6 | 6
CCOc1ccc(Cl)cc1S(=O)(=O)N1CCC(C(=O)N2CCCC2)CC1 | -2 | -3 | -1.7 | 0 | -1 | -14 | 7 | 3.4 | -0.7 | 6
CCCn1c(=N)n(CC(O)c2ccco2)c2ccccc21 (configuration not stated) | -1 | 3 | 2.6 | -6 | -4 | 1 | 25 | -8.3 | 2.2 | 3
CCn1ccnc1CN1CCCCC1C(=O)Nc1ccc(Oc2cccnc2)cc1 (configuration not stated) | -5 | 4 | 2.3 | -14 | -1 | 10 | 27 | 0.9 | -0.6 | -1
CCC1Oc2ccc(C)cc2N(CC(=O)N(Cc2cccnc2)Cc2cccc(F)c2)C1=O (configuration not stated) | -19 | -2 | -4.1 | 1 | 1 | -2 | -9 | · | 1.0 | 1
N/C(=N\OS(=O)(=O)c1ccc(Cl)cc1)c1ccncc1 | -2 | 1 | 3.1 | 11 | 1 | 6 | 15 | 0.1 | -3.3 | -3
COCCCNC(=O)c1ccc2c(c1)ncn2-c1ccccc1OC | -1 | 2 | · | 3 | 7 | 18 | 33 | 7.3 | -1.4 | -4
CCOC(=O)C(=CNc1nc(-c2ccc3ccccc3c2)cs1)C(=O)OCC | -24 | 9 | -1.7 | 0 | 9 | 18 | 3 | -1.9 | -0.6 | -32
CNC(=O)CC1C(=O)N(C)C(=S)N1NC(=O)c1ccc(Cl)cc1 (configuration not stated) | -4 | -1 | -0.9 | 2 | 6 | 4 | -8 | -1.2 | -2.1 | -1

Next part
SMILES | BoNT F protease | FBA Mtb inh | Mtb UGM inh | MazF activator | CCHFV vOTU inh | GDH-TPI counter | VHR inh abs | Mtb BioA inh | FadD28 FP inh | Rv3671c inh
Oc1c(/C=C/C=C/C=Nc2ccccc2)sc(=S)n1Cc1ccccc1 | · | -3 | 0.7 | -17 | 9 | 11 | -10 | -0.2 | -3.6 | -28
O=C(NCC1CCCCC1)c1cccc(S(=O)(=O)NCc2cccnc2)c1 | -2 | 4 | 1.2 | -1 | -12 | 2 | 10 | · | -2.2 | 9
COc1ccc(C(C)=O)cc1Cn1c(C)c(C(=O)NCC(C)C)sc1=O | -12 | -1 | · | · | -1 | 0 | · | 19 | -3.1 | ·
CCn1cc(S(=O)(=O)c2ccc(C)cc2)[nH]c1=O | -5 | 3 | 2.3 | 4 | 3 | 12 | 14 | · | 1.1 | -5
Cn1c(=O)c2c(ncn2CC(=O)N2CCN(c3ccccc3)CC2)n(C)c1=O | -11 | 0 | -2.9 | 5 | 4 | 0 | 6 | 0.2 | -0.1 | 3
O=C(NCCc1ccc(Cl)cc1)c1ccc(CS(=O)Cc2ccc(Cl)cc2)o1 (configuration not stated) | -1 | 5 | 1.8 | -6 | 14 | 9 | -9 | 1.2 | -4.5 | -2
Cc1ccc(N/C(N)=N/c2nc(C)cc(C)n2)cc1 | 4 | -2 | · | 13 | 8 | 9 | -8 | -1.1 | -3.6 | -3
COc1ccc(-n2nnnc2/C=C\Nc2ccccc2C(=O)c2ccccc2)cc1 | 6 | -4 | 0.1 | 7 | -7 | 18 | 10 | -0.3 | -2.7 | -21
Cc1ccc(C)c(OCC(=O)Nc2ccccc2N2CCCC2)c1 | · | 1 | -2.0 | -2 | 2 | 8 | -2 | -0.4 | -0.3 | 2
O=[N+]([O-])c1cccc(OCC(O)CN2CCN(S(=O)(=O)c3cc(Cl)ccc3Cl)CC2)c1 (configuration not stated) | -15 | -1 | -0.3 | 1 | 9 | 6 | 2 | 0.4 | -4.2 | -5
CCC(C)C(NC(=O)C1CCC(=O)N1C(=O)OCc1ccccc1)C(=O)NC(Cc1ccccc1)C(N)=O (configuration not stated) | -25 | 0 | 0.5 | -7 | -10 | 7 | 29 | · | -2.8 | -3
CSCCC(C(=O)N1CC2(C)CC1CC(C)(C)C2)N1C(=O)c2ccccc2C1=O (configuration not stated) | 0 | 0 | 4.7 | -1 | 7 | 5 | 0 | 0.3 | -2.2 | -1
COc1ccc(NC(=O)COC(=O)CCc2cc(OC)c(OC)c(OC)c2)c([N+](=O)[O-])c1 | -4 | 1 | -1.8 | 11 | 21 | 16 | -8 | -1.7 | 1.2 | -7
CC(=O)c1ccc(C(=O)N2CCCC(CNC(=O)c3ccccc3Cl)C2)cc1 (configuration not stated) | -11 | -2 | 0.8 | -2 | 1 | -4 | 19 | 16 | -2.0 | -7
CCOCCN1CCN(c2nnc3n2-c2ccc(Cl)cc2C(c2ccccc2Cl)=NC3)CC1 | 10 | 2 | -1.2 | 1 | 6 | 5 | 17 | · | -0.7 | -5
CCN1CCN(c2oc(-c3ccco3)nc2C#N)CC1 | ? | 18 | 1.0 | 3 | 0 | 10 | 12 | -0.5 | -4.1 | 0
COc1cccc(CNC(=O)CCC2CCCN(c3cc(C)nc(N(C)C)n3)C2)c1 (configuration not stated) | -2 | 0 | -0.5 | 8 | -14 | -1 | 24 | 1.7 | -2.0 | -4
CCON1C(=O)C2(CCCCC2)C(=O)C12C=CCCC2 (configuration not stated) | 1 | -2 | · | 9 | 18 | 3 | · | · | -3.9 | ·
O=C(O)c1cccc(Nc2nc3ccccc3nc2NS(=O)(=O)c2ccc(F)cc2)c1 | -5 | 21 | 5.2 | 3 | 27 | 30 | · | 4.1 | 2.9 | 6
CCOC(=O)CSC1=C(C#N)C(c2ccc(C)o2)CC(=O)N1 (configuration not stated) | -6 | -2 | -0.8 | 5 | -2 | 0 | 5 | 1.0 | -2.1 | -2
CCCOc1ccccc1/C=C1\SC(N)=NC1=O | -2 | 3 | 0.5 | 10 | 11 | 17 | -4 | -1.2 | -2.7 | ·
Cc1cccc(C)c1NC(=O)CNC(=O)c1ccc(S(=O)(=O)NCc2ccco2)cc1 | 7 | 1 | 0.8 | -2 | 8 | -4 | · | -1.8 | -0.7 | 8
COc1ccc(CCN2C(=O)CS/C2=N/NC(=O)c2ccccc2F)cc1OC | -6 | -1 | 0.4 | 1 | -10 | 3 | 8 | 0.1 | 0.0 | -1
Cc1ccc(-c2onc(C)c2C)cc1S(=O)(=O)N1CCOc2ccccc21 | -2 | -1 | -2.0 | 6 | 3 | -5 | -16 | -2.3 | -2.7 | -9
COc1ccc(C(=O)OCCc2sc[n+](CC(=O)c3ccccc3)c2C)cc1 | 4 | -2 | -1.4 | 17 | -11 | -6 | 34 | 3.4 | -0.9 | -15
CC(Sc1nc2cc([N+](=O)[O-])ccc2n1-c1ccc(F)cc1)C(=O)NCc1ccc2c(c1)OCO2 (configuration not stated) | 7 | 0 | -0.1 | 8 | 3 | 14 | -1 | -0.8 | -0.4 | -11
CC1CN(C(=O)Nc2ccc(Br)cc2Cl)CC(C)O1 (configuration not stated) | -3 | -3 | 4.0 | 8 | 3 | -15 | -14 | · | -4.3 | 4
Cc1ccc(C)c(NC(=O)NCCN2CCCCC2)c1 | ? | -2 | 1.5 | 14 | 0 | 25 | 8 | -0.7 | -0.9 | ·

Part of the list above in order of length of the SMILES, largest number first.
SMILES | BoNT F protease | FBA Mtb inh | Mtb UGM inh | MazF activator | CCHFV vOTU inh | GDH-TPI counter | VHR inh abs | Mtb BioA inh | FadD28 FP inh | Rv3671c inh
CCC(C)C(NC(=O)C1CCC(=O)N1C(=O)OCc1ccccc1)C(=O)NC(Cc1ccccc1)C(N)=O (configuration not stated) | -25 | 0 | 0.5 | -7 | -10 | 7 | 29 | · | -2.8 | -3
O=[N+]([O-])c1cccc(OCC(O)CN2CCN(S(=O)(=O)c3cc(Cl)ccc3Cl)CC2)c1 (configuration not stated) | -15 | -1 | -0.3 | 1 | 9 | 6 | 2 | 0.4 | -4.2 | -5
COc1ccc(NC(=O)COC(=O)CCc2cc(OC)c(OC)c(OC)c2)c([N+](=O)[O-])c1 | -4 | 1 | -1.8 | 11 | 21 | 16 | -8 | -1.7 | 1.2 | -7
CCOCCN1CCN(c2nnc3n2-c2ccc(Cl)cc2C(c2ccccc2Cl)=NC3)CC1 | 10 | 2 | -1.2 | 1 | 6 | 5 | 17 | · | -0.7 | -5
Cc1ccc(-c2onc(C)c2C)cc1S(=O)(=O)N1CCOc2ccccc21 | -2 | -1 | -2.0 | 6 | 3 | -5 | -16 | -2.3 | -2.7 | -9
CCn1cc(S(=O)(=O)c2ccc(C)cc2)[nH]c1=O | -5 | 3 | 2.3 | 4 | 3 | 12 | 14 | · | 1.1 | -5
CC1CN(C(=O)Nc2ccc(Br)cc2Cl)CC(C)O1 (configuration not stated) | -3 | -3 | 4.0 | 8 | 3 | -15 | -14 | · | -4.3 | 4
